EBV gp42 inh = Epstein-Barr virus gp42 inhibitors, primary screen, biochemical, uHTS, fluorescence polarization; Fluorescence polarization binding assay, mP read-out; inhibition, % (tested at 21.74 µM); 220,000 tested, 0.42% active; in the data active means inhibition above about 50%
NCF1 inh = p47phox/p22phox peptide binding inhibitors, primary screen, biochemical, uHTS, NADPH oxidase regulatory subunit. 220,000 tested, 0.53% active. Neutrophil cytosol factor 1 (Homo sapiens), P14598. fluorescence polarization, 2 h. inhibition, % at 24.7 µM;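 active means inhibition above about 30%, limit read from the data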;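 further: 0% = p47phox with labelled peptide and 100% = labelled peptide alone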
Runt-SMMHC FRET = inhibitors of RUNX1 Runt–CBFb-SMMHC binding, primary screen, biochemical, FRET, Cerulean-Runt, Venus-CBFb-SMMHC, uHTS; Cerulean-Runt/Venus-CBFb-SMMHC FRET ratio 530/480, 1 h; AID 1434, 2008; 220,000 tested, 0.74% active; inhibition, % at 20 µM; Runt-related transcription factor 1 (Homo sapiens) + Core-binding factor subunit beta …;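 active means mean inhibition across duplicate retests at 20 µM reaching about 50%, limit read from the data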;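 further: 0% = DMSO wells and 100% = wells with excess untagged CBFb-SMMHC; inhibitors lower the FRET ratio by blocking Runt binding to CBFb-SMMHC; some results filed as inactive read as strong as hits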
TRPML3 agonist = human TRPML3 channel agonists, primary screen, cell-based, HEK293 TRPML3-YFP, Fluo-8 calcium fluorescence, 3 µM; 100% = the carbachol control signal; activation, % at 3 µM; 220,000 tested, 0.29% active;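 active means activation above its plate's cutoff, the mean activation of the plate's test wells plus 3 SD, cut at about 12% in these data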;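 further: 0% = DMSO only wells and 100% = carbachol wells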
Target sequence (Q8TDD5 whole entry, looked up): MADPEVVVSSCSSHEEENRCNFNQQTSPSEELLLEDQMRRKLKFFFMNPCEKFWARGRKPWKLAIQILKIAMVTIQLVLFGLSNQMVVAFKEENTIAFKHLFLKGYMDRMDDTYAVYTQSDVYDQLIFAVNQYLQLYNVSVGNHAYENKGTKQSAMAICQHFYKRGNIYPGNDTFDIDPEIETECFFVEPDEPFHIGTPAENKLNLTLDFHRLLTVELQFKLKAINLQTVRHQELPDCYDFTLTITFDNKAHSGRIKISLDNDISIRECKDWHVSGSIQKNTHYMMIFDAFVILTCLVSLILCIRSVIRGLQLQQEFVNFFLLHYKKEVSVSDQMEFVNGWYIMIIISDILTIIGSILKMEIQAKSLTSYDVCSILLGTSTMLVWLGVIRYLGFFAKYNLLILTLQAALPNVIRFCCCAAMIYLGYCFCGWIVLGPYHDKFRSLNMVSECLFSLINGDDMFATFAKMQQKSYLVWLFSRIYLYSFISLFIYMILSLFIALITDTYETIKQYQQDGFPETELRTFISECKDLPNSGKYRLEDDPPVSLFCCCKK
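Material: HEK293 cells stably carrying human TRPML3-YFP; compound dosing: single dose, 3 µM final nominal compound, 0.3% DMSO final; incubation: 1-h 37 °C dye load, 5-s basal, 120-s post-compound reads; technique: Fluo-8 intracellular calcium fluorescence, excitation 470-495 nm, emission 515-575 nm; read-out basis: percent activation from peak-to-basal fluorescence ratio, scaled between DMSO and carbachol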
PPC-1+TRAIL kill = compounds killing PPC-1 cancer cells with TRAIL present, primary screen, TRAIL potentiator project, ATPLite luminescence, uHTS | cell killing (% activity), % at 4 µM | PPC-1 cells + TRAIL, ATPLite viability luminescence | 220,000 tested, 0.41% active;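 active means cell killing above 50% in the first pass at 4 µM, then a duplicate retest at 5 µM averaging 50% or more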;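 further: plate controls were cells with TRAIL plus DMSO for no effect and medium-only wells lacking cells for full effect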
CHOP inh = inhibitors of CHOP promoter induction, primary screen, cell-based, unfolded protein response, luciferase reporter. 220,000 tested, 3.8% active. CHO-K1 CHOP-promoter luciferase, tunicamycin-induced, 15-18 h. inhibition, % at 10 µM;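 active means compounds that reduced the stress-induced luciferase reporter signal by more than about 70% of percent inhibition, limit read from the data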;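 further: 0% = tunicamycin plus vehicle and 100% = wells without tunicamycin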
TRPN1 ag = zebrafish TRPN1 channel agonists, primary screen, cell-based, HEK293, calcium fluorescence; transient receptor potential cation channel N1 (TRPN1/NompC), Danio rerio; HEK293 zebrafish TRPN1-YFP, Fluo-8 calcium fluorescence; 100% = response to 87 µM carbachol; activation, % at 3 µM; 220,000 tested, 0.18% active;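 active means activation above its plate's cutoff, the mean activation of test wells on that plate plus 3 SD, cut at about 19% in these data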;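 further: 0% = DMSO alone and 100% = 87 µM carbachol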
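Material: zebrafish TRPN1-YFP in HEK293 cells; Doses: single test compound dose, 3 µM nominal, 0.3% DMSO; Timing: dye loading 1 h at 37 °C, then 30 min room temperature; Technique: intracellular calcium fluorescence with Fluo-8; Benchmarks: high carbachol 87 µM, low DMSO alone.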
TNF necrop inh = inhibitors of TNF-alpha triggered necroptosis, primary screen, cell-based, Jurkat FADD-/-, single concentration; Jurkat FADD-/- TNF necroptosis rescue, ATP luminescence, 24 h; 0 = TNF only, 100 = no-TNF cells; AID 463075, 2010; 220,000 tested, 0.068% active; activation (protection from cell death), % at 10 µM;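 active means activation, meaning protection from cell death, of at least 50% relative to plate controls; inactive means activation below 50%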;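 further: necroptosis triggered by 40 ng/mL TNF-alpha added together with compound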
MDM2 E3 inh = MDM2-luciferase reporter signal enhancers, primary screen, MDM2 E3 ligase inhibitor project, cell-based, luminescence, 1536-well; E3 ubiquitin-protein ligase Mdm2 (Homo sapiens), Q00987; cell-based MDM2 ubiquitination luciferase reporter, 2 h; 0 = plate control, 100 = twice control, blank-subtracted; signal enhancement, % at 5 µM; 210,000 tested, 0.11% active;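 active means signal enhancement of 30% or more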;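 further: luminescence tracks abundance of the self-degrading MDM2-luciferase fusion protein; higher signal means inhibition of MDM2 E3 ligase activity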
Target sequence (Q00987 whole entry, looked up, the tested form may be a part): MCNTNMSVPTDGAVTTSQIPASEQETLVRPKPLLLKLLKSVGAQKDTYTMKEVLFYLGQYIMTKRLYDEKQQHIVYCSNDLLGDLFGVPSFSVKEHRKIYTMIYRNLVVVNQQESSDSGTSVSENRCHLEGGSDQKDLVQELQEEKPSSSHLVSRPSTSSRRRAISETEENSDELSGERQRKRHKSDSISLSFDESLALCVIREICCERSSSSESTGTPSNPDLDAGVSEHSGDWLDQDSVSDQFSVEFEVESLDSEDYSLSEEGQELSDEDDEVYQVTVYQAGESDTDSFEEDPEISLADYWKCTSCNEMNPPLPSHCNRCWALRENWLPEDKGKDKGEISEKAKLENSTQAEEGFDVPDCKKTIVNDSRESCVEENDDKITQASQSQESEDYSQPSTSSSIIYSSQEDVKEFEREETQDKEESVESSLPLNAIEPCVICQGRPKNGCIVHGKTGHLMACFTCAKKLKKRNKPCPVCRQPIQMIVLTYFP
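Assay system: stable mammalian line carrying autodegrading MDM2–luciferase fusion reporter; amount: 2000 cells seeded into each well; buffer or medium: DMEM; benchmarks: plate control and blank wells; signal: luciferase luminescence; timing: 2 h compound exposure at 37 °C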
* hit, by the source's call; x = no result given.

#	compound	EBV gp42 inh	NCF1 inh	Runt-SMMHC FRET	TRPML3 agonist	PPC-1+TRAIL kill	CHOP inh	TRPN1 ag	TNF necrop inh	MDM2 E3 inh
1	C/C(=N\NC(=O)CNc1cccc(C(F)(F)F)c1)c1cccs1	10	-2	22	0.7	6	45	0.5	3.0	-6
2	C=CCSc1nnc(NC(=O)c2cccc(S(=O)(=O)N(C)c3ccccc3)c2)s1	-13	-9	-3	2.2	28	11	-2.0	2.8	-9
3	Cc1nnc(NC(=O)CCC(=O)N2CCN(CCOc3cccc4ccccc34)CC2)s1	-8	-5	0	0.2	-9	19	1.4	-0.3	0
4	N/C(=N\OC(=O)CCCOc1ccccc1)c1ccc([N+](=O)[O-])cc1	-3	-3	-4	1.2	-2	16	2.3	-0.8	-10
5	Cc1ccc(N(CC(=O)NN=C2CCN(C)CC2)S(=O)(=O)c2ccccc2)c(C)c1	-10	-2	-4	0.6	12	37	0.8	2.0	-6
6	CC1CCCN(CCCOc2ccc(Br)cc2Cl)C1 (centres undefined)	-1	x	0	2.5	-19	-1	-1.1	1.2	-11
7	CCC(C)N(C(=O)C(F)(F)F)C(C(=O)NC1CCCCC1)c1ccncc1 (centres undefined)	-18	6	1	0.4	30	-1	0.0	-1.7	2
8	CCN1C(=O)CC(N2CCN(C(c3ccccc3)c3ccccc3)CC2)C1=O (centres undefined)	-15	0	4	-0.7	20	-1	-1.7	-0.4	5
9	c1coc(CNc2c3c(nc4ncnn24)CCC3)c1	-13	-8	-8	0.9	10	23	-1.1	-1.5	-16
10	COc1cc(C(=O)Nc2cccc(-c3nc4ccccc4o3)c2C)cc(OC)c1OC	-7	-14	-2	-0.1	5	48	1.8	1.6	-20
11	CCCCC(=O)NCCNc1nc2c(c(=O)n(C)c(=O)n2C)n1Cc1ccccc1	2	-5	-1	-1.6	-9	5	-0.9	0.5	-9
12	COc1cccc2c1OCC1COc3c(c(=O)n(C)c(=O)n3C)C21 (centres undefined)	-9	-6	-2	0.9	32	20	0.4	0.1	-22
13	c1ccc2sc(N3CN(CCN4CCOCC4)CN(c4nc5ccccc5s4)C3)nc2c1	-4	-20	-9	-0.4	16	20	-0.8	1.8	-3
14	Cn1cnnc1Sc1nc2c(c(=O)n(C)c(=O)n2C)n1Cc1ccccc1Cl	-4	-10	3	-0.2	14	5	-1.6	-0.9	-4
15	CC1(C)Cc2ccccc2-c2nnc(-c3ccccc3)n21	2	-5	-2	1.1	-2	6	1.9	1.5	-9
16	CCc1noc2c1/C(=N\O)CC(c1ccccc1)C2 (centres undefined)	-2	1	2	-1.5	6	39	-1.4	-1.9	-21
17	Cc1ccc(C(=O)Nc2c(C)cc(-c3ccccc3)oc2=O)cc1	-3	-2	4	0.5	18	7	1.2	1.0	3
18	O=C(Nc1cnccc1C(F)(F)F)NC1CCCCC1	-1	-11	58	0.1	-10	12	1.2	3.2	-11
19	CC(C)=C(C#N)c1nc2ccccc2s1	-10	-7	7	8.3	-4	2	17	-1.8	-2
20	Cc1ccc(S(=O)(=O)NC2CCC(C(=O)O)CC2)cc1 (centres undefined)	-6	-9	1	0.8	11	14	-0.3	0.8	-3
21	O=C(NC1CCCC1)c1ccc(COCC(F)(F)C(F)F)o1	-6	0	-1	0.2	-8	11	0.0	1.1	-16
22	CC(=O)c1cccc(NC(=S)NCCc2ccc(F)cc2)c1	-9	-3	-2	3.0	-16	37	4.2	-1.9	-15
23	O=C(Nc1ccc2c(c1)OCO2)c1cccc(S(=O)(=O)N2CCCC2)c1	10	-4	1	0.5	8	-33	0.8	-0.8	-6
24	CC(=O)c1c(C)[nH]c(C(=O)OCC(=O)Nc2ccc(Cl)cc2[N+](=O)[O-])c1C	-12	-6	1	1.3	21	64	4.5	-8.6	-22
25	Cc1ccc(Cl)cc1NC(=O)C1CCCN(S(=O)(=O)c2c(C)noc2C)C1 (centres undefined)	0	-7	-2	0.1	4	1	0.0	-2.7	-10
26	C=CCSc1ncc(C(=O)OCC)c(N)n1	-17	-7	-1	0.2	-1	-8	-0.5	0.6	4
27	CC(C)C(c1nnnn1CC1CCCO1)N1CCN(Cc2ccc3c(c2)OCO3)CC1 (centres undefined)	-13	-1	-2	-0.8	21	4	-1.8	-0.6	2
28	COc1ccc(-n2c(O)cnc2Nc2nc(C)cc(C)n2)cc1OC	-9	-6	0	0.0	1	2	0.4	0.9	-16
29	C=CCSc1nnc(Cc2c(C)[nH]c3ccccc23)o1	-2	-2	-4	-0.3	x	-8	0.8	3.4	-40
30	CCOC(=O)Cn1nc(-c2ccc(C)cc2)c2ccccc2c1=O	-5	-6	x	0.5	x	43	-0.5	-0.9	-8

In a second layout: two of the compounds above
Every second line gives: EBV gp42 inh, NCF1 inh, Runt-SMMHC FRET, TRPML3 agonist, PPC-1+TRAIL kill, CHOP inh, TRPN1 ag, TNF necrop inh, MDM2 E3 inh
[25] Cc1ccc(Cl)cc1NC(=O)C1CCCN(S(=O)(=O)c2c(C)noc2C)C1 (centres undefined)
    0, -7, -2, 0.1, 4, 1, 0.0, -2.7, -10
[26] C=CCSc1ncc(C(=O)OCC)c(N)n1
    -17, -7, -1, 0.2, -1, -8, -0.5, 0.6, 4

(more compounds)
#	compound	EBV gp42 inh	NCF1 inh	Runt-SMMHC FRET	TRPML3 agonist	PPC-1+TRAIL kill	CHOP inh	TRPN1 ag	TNF necrop inh	MDM2 E3 inh
31	COc1ccc(OC)c(N/C(=N/C(=S)Nc2ccccc2)Nc2nc(C)cc(C)n2)c1	-13	-17	-16	-0.2	33	-9	0.7	-2.8	-16
32	CCC[C@@H](NS(=O)(=O)c1ccc(C)cc1)C(=O)Oc1ccc2c3c(c(=O)oc2c1)CCC3	-18	-3	13	0.2	4	10	1.3	1.6	-6
33	O=C(CNC(=O)c1ccco1)N/N=C/c1ccc(O)c([N+](=O)[O-])c1	8	-8	2	0.4	11	29	0.9	0.8	-9
34	Cc1nn(Cc2ccc([N+](=O)[O-])cc2)c(=O)n1-c1cccc(F)c1	9	-5	-2	-0.5	1	13	0.6	4.4	-13
35	Cc1ccc(N(Cc2ccc([N+](=O)[O-])cc2)C(=O)c2ccco2)cc1C	-7	-7	0	-1.1	18	18	-2.4	1.5	-2
36	CCn1nc(C)c(NC(=O)/C=C/c2cnn(C)c2C)c1C	-30	-1	-1	0.4	17	6	0.1	-1.9	-17
37	CC(C)C(NC(=S)NCc1ccccc1)C(=O)O (centres undefined)	-12	-17	-6	0.4	18	-3	0.1	3.1	-7
38	O=C(Nc1ccccc1)c1sc2cc(C(F)(F)F)cnc2c1-c1cccs1	-6	-7	-4	0.6	5	43	-0.2	-1.3	-11
39	Cn1ccnc1/C(=N\NC(=O)c1ccc(O)cc1)c1cccc([N+](=O)[O-])c1	-19	-8	2	0.5	3	11	0.3	-1.6	-7
40	c1ccc(Cn2ncc3c(NCc4ccco4)ncnc32)cc1	-15	-4	-1	-0.1	14	24	-1.1	-0.1	-11
41	Cc1cccc(C)c1NC(=S)/C(=C(\[O-])c1cccs1)[n+]1ccccc1	4	-6	-2	1.1	16	-18	-0.6	1.9	4
42	Cc1c(NCc2ccccc2O)c(=O)n(-c2ccccc2)n1C	-12	-21	0	0.1	23	19	0.1	1.1	-20
43	O=C(O)C1C2C=CC(C2)C1C(=O)Nc1ccc(C(=O)N2CCCCC2)cc1 (centres undefined)	-5	-8	3	0.8	4	23	-0.1	-1.9	2
44	CCOc1ccccc1NC(=O)c1ccc(S(=O)(=O)N(C)C)cc1	-11	-13	2	1.3	31	28	0.6	2.7	-14
45	O=C(COC(=O)c1cccc2ccccc12)NCCCc1ccccc1	-15	-12	0	0.1	18	22	-0.3	2.6	3
46	CC(=O)OCC1OC(OC(C)=O)C(NC(=O)c2cccnc2)C(OC(C)=O)C1OC(C)=O (centres undefined)	-27	1	3	0.8	15	14	-0.5	1.3	5
47	CN(c1ccc(C(=O)Nc2ccc(Cl)cn2)cc1)S(=O)(=O)c1ccccc1	5	0	-8	8.3	28	10	5.3	2.5	-13
48	Cc1c(NC(=S)N/N=C/c2cc([N+](=O)[O-])ccc2O)c(=O)n(-c2ccccc2)n1C	-10	-15	0	1.1	25	5	0.3	-0.2	-8
49	O=C1OCC2=C1C(c1ccccc1)CC(=O)N2c1cccc(F)c1 (centres undefined)	0	1	-3	-0.1	-1	-1	-0.1	-0.8	-11
50	O=C1CCCC2=C1Sc1ccc(Cl)cc1N2	54*	-7	-29	0.8	-4	21	2.7	0.9	-14
51	Cc1cccc(C)c1NC(=O)COC(=O)C1Cc2ccccc2CN1C(=O)c1ccccc1 (centres undefined)	-2	-4	5	-1.0	7	44	-2.2	1.5	-5
52	O=C1CN(C(=O)c2ccc(Cl)c(S(=O)(=O)N3CCc4ccccc43)c2)c2ccccc2N1	1	-25	-3	2.8	27	18	2.2	-6.3	x
53	CCc1ccc2c(CN3CCN(S(=O)(=O)c4ccc5c(c4)OCCO5)CC3)cc(=O)oc2c1	-22	-48	-2	-1.0	2	32	0.2	-10	-16
54	CCN(CC)c1ccc(/C=N/NC(=O)c2cccc(S(=O)(=O)Nc3ccccc3OC)c2)c(O)c1	-87	-55	81*	0.0	30	61	-0.4	-7.9	-19
55	N#C/C(=N\Nc1ccc(Cl)cc1)C(=O)c1ccccc1	-10	-19	-6	3.7	21	29	12	-3.4	-36
56	COc1cc(C(=O)Nc2ccc3c(c2)OCCO3)c(-n2cnnn2)cc1OC	-10	-4	3	1.0	7	-6	0.4	0.1	1
57	CCCCCN1CSC(=S)N(Cc2ccccc2)C1	-14	-4	4	1.0	4	0	0.8	-0.8	-4
58	CCn1c(SCC(=O)NNC(=O)Cc2ccccc2)nnc1-c1ccncc1	-8	-2	x	1.0	x	3	2.0	0.2	0
59	O=C(NCc1ccc(F)cc1)C(c1cccs1)N(C(=O)c1csnn1)C1CC1 (centres undefined)	-12	5	4	-0.2	5	17	1.9	-3.8	-10
60	O=C(O)c1ccc(N=c2oc3cc(O)ccc3cc2C(=O)NCc2ccccc2)cc1	-12	-22	88*	0.0	21	-10	0.5	1.2	-8
61	CN1C(=O)C2C(c3ccc(N(C)C)cc3)=NN(Cc3ccccc3)C2C1=O (centres undefined)	-13	3	16	0.2	15	-17	-0.3	1.1	-4
